Source: PubChem (several laboratories)
Rab7 wt GTP bind = modulators of GTP binding to dog Rab7 wildtype GTPase. actives 0.055% (n = 190,000). GST-Rab7 beads, fluorescent GTP binding, flow cytometry; actives lie on both sides; untreated = 100%, excess cold GTP = 0%. AID 758. GTP binding activity (percent of control), % at 10 µM;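 active = fluorescent GTP binding to Rab7 beads changed by at least 20 points from the 100% baseline, either direction, mostly lower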;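 note: median green fluorescence of bound Bodipy-FL-GTP per Rab7 bead population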
Pf gamet viab = inhibitors of late stage P. falciparum gametocyte viability; P. falciparum stage V gametocytes, ATP luminescence, 24 h; inhibition, % at 10.9 µM; actives 0.065% (n = 150,000);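 active = inhibition above the mean plus 3 SD of compounds within the control limits, set per campaign, cut at about 38% in these data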;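 note: 0% = DMSO wells and 100% = medium only without gametocytes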
ABCB1 block = blocks JC-1 efflux by human ABCB1 transporter; CCRF-Adr cells, flow cytometry; AID 1326; P08183; inhibition, % at 6.6 µM; actives 0.067% (n = 190,000); in the data active = inhibition above about 40%;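 note: 0% = vehicle and 100% = reference inhibitor; higher value means more JC-1 retained so stronger ABCB1 efflux block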
Target sequence (P08183 whole entry, looked up): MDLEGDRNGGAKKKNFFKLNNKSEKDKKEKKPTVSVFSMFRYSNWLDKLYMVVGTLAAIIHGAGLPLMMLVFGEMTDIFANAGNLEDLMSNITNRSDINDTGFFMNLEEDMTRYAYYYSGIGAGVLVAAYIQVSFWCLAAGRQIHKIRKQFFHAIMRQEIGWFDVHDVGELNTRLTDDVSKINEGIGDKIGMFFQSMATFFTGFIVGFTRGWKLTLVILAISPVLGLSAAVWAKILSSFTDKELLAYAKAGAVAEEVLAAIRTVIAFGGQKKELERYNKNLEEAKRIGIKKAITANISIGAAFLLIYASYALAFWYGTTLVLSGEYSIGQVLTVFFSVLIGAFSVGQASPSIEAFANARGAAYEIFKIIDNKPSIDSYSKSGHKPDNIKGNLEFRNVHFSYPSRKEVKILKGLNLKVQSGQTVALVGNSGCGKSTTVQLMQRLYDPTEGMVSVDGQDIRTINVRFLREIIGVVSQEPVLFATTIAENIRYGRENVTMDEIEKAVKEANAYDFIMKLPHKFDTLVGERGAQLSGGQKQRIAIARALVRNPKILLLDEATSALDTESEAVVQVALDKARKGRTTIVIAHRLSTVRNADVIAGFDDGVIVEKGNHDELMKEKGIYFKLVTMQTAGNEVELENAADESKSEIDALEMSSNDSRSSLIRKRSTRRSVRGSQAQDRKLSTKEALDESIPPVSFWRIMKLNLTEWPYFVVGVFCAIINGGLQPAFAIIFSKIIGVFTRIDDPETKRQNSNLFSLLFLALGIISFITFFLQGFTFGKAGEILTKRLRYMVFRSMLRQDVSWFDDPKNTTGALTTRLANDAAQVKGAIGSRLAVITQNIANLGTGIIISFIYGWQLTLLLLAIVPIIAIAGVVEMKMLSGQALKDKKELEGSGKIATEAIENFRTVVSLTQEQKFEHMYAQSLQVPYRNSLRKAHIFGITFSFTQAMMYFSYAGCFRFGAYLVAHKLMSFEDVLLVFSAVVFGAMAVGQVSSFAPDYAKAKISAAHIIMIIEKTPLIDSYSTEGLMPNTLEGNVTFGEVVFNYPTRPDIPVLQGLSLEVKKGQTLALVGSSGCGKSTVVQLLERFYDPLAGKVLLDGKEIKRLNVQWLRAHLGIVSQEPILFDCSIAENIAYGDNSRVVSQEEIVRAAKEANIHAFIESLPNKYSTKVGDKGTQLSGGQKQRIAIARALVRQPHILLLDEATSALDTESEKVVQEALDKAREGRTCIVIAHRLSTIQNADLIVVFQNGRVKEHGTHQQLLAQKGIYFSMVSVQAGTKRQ
Cdc42 wt GTP = human Cdc42 wildtype GTP binding change, either direction; P60953; GST-Cdc42 beads, Bodipy-GTP binding, flow cytometry; actives lie on both sides; percent activity (GTP binding), % at 10 µM; actives 0.2% (n = 190,000);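 active = percent activity GTP binding at least 20 points away from the 100% baseline, either down as inhibitor or up as activator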;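 note: median bead fluorescence of bound Bodipy-FL-GTP at 100 nM; 0% = excess unlabeled GTP control and 100% = no compound control; below 100% means less GTP binding so inhibitor and above means activator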
Avidin bead fluor = compound fluoresces at 488/530 nm on avidin beads; compound fluorescence 488/530 nm, flow cytometry; hits give high values; fluorescence (KMESF) at 10 µM; actives 0.38% (n = 220,000); AID 1775; in the data active = fluorescence above about 47; note: inactives centre near 10
Rab2 wt GTP = changes GTP binding to wildtype dog Rab2A, up or down. actives 0.19% (n = 190,000). P61105. GST-Rab2 wt beads, Bodipy-GTP binding, flow cytometry. GTP binding activity, % at 10 µM;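 active = GTP binding activity at least 20 points away from 100%, either lowered or raised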;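 note: 0% = beads with excess unlabeled GTP and 100% = no-compound control corrected for plate trend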
GSH bead fluor = GSH bead compound fluorescence profile; actives 0.25% (n = 190,000); GSH beads flow cytometry, compound fluorescence 488/530 nm; hits give high values; fluorescence (KMESF) at 10 µM; in the data active = fluorescence above about 89;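 note: glutathione beads carrying GST-tagged Bcl family fusion proteins plus one bare bead set; values are compound well signal with DMSO vehicle wells as background; inactives centre near 16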
ABCG2 block = human ABCG2 inhibition, ABCB1 as counter-screen | Q9UNQ0 | IgMXP3 cells, JC-1 efflux, flow cytometry | inhibition, % at 6.6 µM | actives 0.1% (n = 190,000);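 active = inhibition above 80%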;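 note: 0% = DMSO and 100% = nicardipine control wells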
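material = IgMXP3 (ABCG2) plus far-red-tagged CCRF-Adr (ABCB1) cells | amount = 3 million cells/mL, equal mix of both lines | also added = JC-1 transporter substrate | dosing = one concentration, 6.6 µM final | schedule = 10 min at 25 °C | measured by = flow cytometric JC-1 green MFI at 530 nm | read-out basis = percent efflux inhibition, scaled nicardipine 100% to DMSO 0%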
Rac1 mut GTP = modulators of GTP binding to human Rac1 activated mutant | actives 0.11% (n = 190,000) | P63000 | AID 764 | percent activity (GTP binding), % at 10 µM | GST-Rac1 activated beads, fluorescent GTP binding, flow cytometry; actives lie on both sides; 100% means binding = to untreated wells;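 active = GTP binding at least 20 percentage points away from the 100% baseline, in either direction, so actives lie on both sides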
HRas wt GTP bind = modulators of GTP binding to human HRas wildtype | actives 0.14% (n = 190,000) | GST-Ras wt beads, Bodipy-FL-GTP binding, flow cytometry; actives lie on both sides | GTP binding activity, % at 10 µM | AID 759 | P01112;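 active = GTP binding activity at least 20% away from the 100% baseline, either lowered as inhibitor or raised as activator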;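 note: 0% = unlabeled GTP competition control and 100% = no-compound control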
Rac1 wt modul = alters GTP binding to wildtype human Rac1; GTP binding activity (% of control), % at 10 µM; actives 0.27% (n = 190,000); GST-Rac1 beads, fluorescent GTP binding, flow cytometry; actives lie on both sides; 0 = cold GTP competed, 100 = untreated;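 active = GTP binding activity at least 20 points away from the 100% control level, either lower or higher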
* marks the source's active call; other numbers are inactive results.

What do the screens show for `COc1cc(NC(=O)c2cc3nc(C4CC4)cc(C(F)(F)F)n3n2)c(OC)cc1Cl`?
Rab7 wt GTP bind: 98; ABCB1 block: 0.1; Cdc42 wt GTP: 98; Avidin bead fluor: 11; Rab2 wt GTP: 96; GSH bead fluor: 27; ABCG2 block: 71; Rac1 mut GTP: 95; HRas wt GTP bind: 97; Rac1 wt modul: 99

What do the screens show for `COc1ccc(-c2[nH]ncc2CN(C)CC2CCCCO2)cc1F` (stereo not given)?
Rab7 wt GTP bind: 96; Pf gamet viab: 6; ABCB1 block: -0.5; Cdc42 wt GTP: 92; Avidin bead fluor: 12; Rab2 wt GTP: 96; GSH bead fluor: 14; ABCG2 block: 1; Rac1 mut GTP: 93; HRas wt GTP bind: 95; Rac1 wt modul: 97

Results for CCC(=O)Nc1ccc2c(c1)nc(CN1CCN(C(C)=O)CC1)n2C ?
Rab7 wt GTP bind: 101; ABCB1 block: -0.1; Cdc42 wt GTP: 104; Avidin bead fluor: 9; Rab2 wt GTP: 103; GSH bead fluor: 15; ABCG2 block: 0; Rac1 mut GTP: 101; HRas wt GTP bind: 104; Rac1 wt modul: 106

How did COc1ccc(N2C(=O)S[C@@H]3CS(=O)(=O)C[C@@H]32)cc1 do in these assays?
Rab7 wt GTP bind: 96; Pf gamet viab: 8; ABCB1 block: 0.8; Cdc42 wt GTP: 103; Avidin bead fluor: 5; Rab2 wt GTP: 100; GSH bead fluor: 24; ABCG2 block: 4; Rac1 mut GTP: 101; HRas wt GTP bind: 101; Rac1 wt modul: 101

What do the screens show for `O=C(CCN1C(=O)COc2ccccc21)NCCCN1CCN(c2ccc(F)cc2)CC1`?
Rab7 wt GTP bind: 96; ABCB1 block: 0.0; Cdc42 wt GTP: 104; Avidin bead fluor: 10; Rab2 wt GTP: 101; GSH bead fluor: 23; ABCG2 block: -2; Rac1 mut GTP: 101; HRas wt GTP bind: 101; Rac1 wt modul: 108

How did COc1ccc(C(=O)Nc2ccc(OCc3ccccc3)cc2)cc1[N+](=O)[O-] do in these assays?
Rab7 wt GTP bind: 95; Pf gamet viab: 7; ABCB1 block: 0.2; Cdc42 wt GTP: 96; Avidin bead fluor: 14; Rab2 wt GTP: 95; GSH bead fluor: 8; ABCG2 block: 4; Rac1 mut GTP: 96; HRas wt GTP bind: 97; Rac1 wt modul: 94

How did O=C(CCN1C(=O)c2ccccc2C1=O)N(CCO)Cc1ccccc1 do in these assays?
Rab7 wt GTP bind: 99; ABCB1 block: 1.1; Cdc42 wt GTP: 99; Avidin bead fluor: 18; Rab2 wt GTP: 98; GSH bead fluor: 9; ABCG2 block: 3; Rac1 mut GTP: 96; HRas wt GTP bind: 99; Rac1 wt modul: 101

What do the screens show for `CC1SCC(=O)N(CC(=O)NC2CCCCC2)C1=O` (stereo not given)?
Rab7 wt GTP bind: 104; Pf gamet viab: -22; ABCB1 block: 1.0; Cdc42 wt GTP: 101; Avidin bead fluor: 11; Rab2 wt GTP: 101; GSH bead fluor: 24; ABCG2 block: 3; Rac1 mut GTP: 93; HRas wt GTP bind: 101; Rac1 wt modul: 101

How did CC(/C=C/c1cccc([N+](=O)[O-])c1)=N\NC(=O)c1ccncc1 do in these assays?
Rab7 wt GTP bind: 99; Pf gamet viab: 10; ABCB1 block: 2.4; Cdc42 wt GTP: 100; Avidin bead fluor: 3; Rab2 wt GTP: 98; GSH bead fluor: 11; ABCG2 block: 32; Rac1 mut GTP: 99; HRas wt GTP bind: 101; Rac1 wt modul: 104

What do the screens show for `CCc1cccc(N=c2c([N+](=O)[O-])nn(-c3ccc(Cl)cc3)n2O)c1`?
Rab7 wt GTP bind: 99; ABCB1 block: 1.0; Cdc42 wt GTP: 99; Avidin bead fluor: 35; Rab2 wt GTP: 98; GSH bead fluor: 19; ABCG2 block: 6; Rac1 mut GTP: 98; HRas wt GTP bind: 98; Rac1 wt modul: 99

How did O=C(COC(=O)C1CC(=O)N(Cc2ccco2)C1)c1ccc(OC(=O)c2ccccc2)cc1 (stereo not given) do in these assays?
Rab7 wt GTP bind: 98; ABCB1 block: 0.1; Cdc42 wt GTP: 99; Avidin bead fluor: 19; Rab2 wt GTP: 98; GSH bead fluor: 13; ABCG2 block: -1; Rac1 mut GTP: 100; HRas wt GTP bind: 100; Rac1 wt modul: 102

How did CCOc1ccc(-c2cc(C(=O)NN3CCN(C)CC3)c3cc(Cl)ccc3n2)cc1 do in these assays?
Rab7 wt GTP bind: 103; Pf gamet viab: -7; ABCB1 block: 23; Cdc42 wt GTP: 99; Avidin bead fluor: 9; Rab2 wt GTP: 99; GSH bead fluor: 11; ABCG2 block: 24; Rac1 mut GTP: 95; HRas wt GTP bind: 97; Rac1 wt modul: 101

What do the screens show for `CCOC(=O)c1cc(-c2cccnc2)nn1-c1ccccc1`?
Rab7 wt GTP bind: 107; Pf gamet viab: 14; ABCB1 block: 0.7; Cdc42 wt GTP: 100; Avidin bead fluor: 10; Rab2 wt GTP: 99; GSH bead fluor: 16; ABCG2 block: 7; Rac1 mut GTP: 99; HRas wt GTP bind: 101; Rac1 wt modul: 101

Results for O=C(NCc1ccccc1)C(=O)NCC1OCCN1C(=O)c1cccs1 (stereo not given) ?
Rab7 wt GTP bind: 102; Pf gamet viab: -5; ABCB1 block: 0.2; Cdc42 wt GTP: 103; Avidin bead fluor: 15; Rab2 wt GTP: 101; GSH bead fluor: 15; ABCG2 block: -6; Rac1 mut GTP: 100; HRas wt GTP bind: 100; Rac1 wt modul: 104

What do the screens show for `CC12CC3CC(C)(C1)CC(CN)(C3)C2`?
Rab7 wt GTP bind: 104; ABCB1 block: 0.0; Cdc42 wt GTP: 108; Avidin bead fluor: 8; Rab2 wt GTP: 106; GSH bead fluor: 14; ABCG2 block: 0; Rac1 mut GTP: 105; HRas wt GTP bind: 106; Rac1 wt modul: 108

How did O=C(O)CC(c1ccc(Cl)cc1)n1cccc1 (stereo not given) do in these assays?
Rab7 wt GTP bind: 97; Pf gamet viab: 8; ABCB1 block: 1.5; Cdc42 wt GTP: 107; Avidin bead fluor: 7; Rab2 wt GTP: 107; GSH bead fluor: 19; ABCG2 block: 9; Rac1 mut GTP: 103; HRas wt GTP bind: 107; Rac1 wt modul: 104

How did CC(=O)C(C)Oc1ccc2c3c(c(=O)oc2c1)CCCCC3 (stereo not given) do in these assays?
Rab7 wt GTP bind: 102; Pf gamet viab: -2; ABCB1 block: 0.2; Cdc42 wt GTP: 101; Avidin bead fluor: 9; Rab2 wt GTP: 98; GSH bead fluor: 26; ABCG2 block: 1; Rac1 mut GTP: 96; HRas wt GTP bind: 100; Rac1 wt modul: 102

Results for COCCCN(CC(=O)O)S(=O)(=O)c1ccccc1 ?
Rab7 wt GTP bind: 100; Pf gamet viab: -23; ABCB1 block: 0.8; Cdc42 wt GTP: 98; Avidin bead fluor: 9; Rab2 wt GTP: 99; GSH bead fluor: 16; ABCG2 block: 2; Rac1 mut GTP: 95; HRas wt GTP bind: 97; Rac1 wt modul: 95

Results for CN1CCN(c2ccc(Cl)cc2NC(=O)/C=C/c2cccc(F)c2)CC1 ?
Rab7 wt GTP bind: 102; Pf gamet viab: -15; ABCB1 block: 3.3; Cdc42 wt GTP: 95; Avidin bead fluor: 8; Rab2 wt GTP: 100; GSH bead fluor: 14; ABCG2 block: 2; Rac1 mut GTP: 95; HRas wt GTP bind: 99; Rac1 wt modul: 97

Results for C=CCOc1ccc(C=Nc2ccc(C)c(Cl)c2)c(O)c1 ?
Rab7 wt GTP bind: 96; Pf gamet viab: 4; ABCB1 block: 0.4; Cdc42 wt GTP: 98; Avidin bead fluor: 2; Rab2 wt GTP: 97; GSH bead fluor: 8; ABCG2 block: 1; Rac1 mut GTP: 99; HRas wt GTP bind: 100; Rac1 wt modul: 101

How did CN(C)CCCN=c1cc(-c2ccccc2)oc2ccc(Cl)cc12 do in these assays?
Rab7 wt GTP bind: 100; Pf gamet viab: 1; ABCB1 block: -1.5; Cdc42 wt GTP: 92; Avidin bead fluor: 6; Rab2 wt GTP: 96; GSH bead fluor: 12; ABCG2 block: 5; Rac1 mut GTP: 93; HRas wt GTP bind: 96; Rac1 wt modul: 96

What do the screens show for `O=C(NCC(c1cccnc1)N1CCN(c2ccccc2)CC1)C1CCCCC1` (stereo not given)?
Rab7 wt GTP bind: 96; ABCB1 block: 0.4; Cdc42 wt GTP: 96; Avidin bead fluor: 8; Rab2 wt GTP: 97; GSH bead fluor: 38; ABCG2 block: -1; Rac1 mut GTP: 96; HRas wt GTP bind: 97; Rac1 wt modul: 98

How did COC(=O)c1cc(/C=C/c2ccccc2)on1 do in these assays?
Rab7 wt GTP bind: 99; Pf gamet viab: 14; ABCB1 block: 0.4; Cdc42 wt GTP: 100; Avidin bead fluor: 10; Rab2 wt GTP: 101; GSH bead fluor: 9; ABCG2 block: 3; Rac1 mut GTP: 96; HRas wt GTP bind: 101; Rac1 wt modul: 101

Results for N=c1n(CCO)c2ccccc2n1CCOc1ccc(Cl)cc1Cl ?
Rab7 wt GTP bind: 97; ABCB1 block: 1.1; Cdc42 wt GTP: 103; Avidin bead fluor: 7; Rab2 wt GTP: 101; GSH bead fluor: 23; ABCG2 block: 3; Rac1 mut GTP: 101; HRas wt GTP bind: 100; Rac1 wt modul: 106

Results for CN(c1ccccc1C(=O)Nc1ccc(S(=O)(=O)N2CCCCC2)cc1)S(C)(=O)=O ?
Rab7 wt GTP bind: 104; Pf gamet viab: 6; ABCB1 block: 0.0; Cdc42 wt GTP: 104; Avidin bead fluor: 6; Rab2 wt GTP: 102; GSH bead fluor: 48; ABCG2 block: 4; Rac1 mut GTP: 100; HRas wt GTP bind: 104; Rac1 wt modul: 113

What do the screens show for `COC(=O)C(CC(C(=O)OC)C(=O)OC)C(=O)OC`?
Rab7 wt GTP bind: 102; ABCB1 block: 0.3; Cdc42 wt GTP: 104; Avidin bead fluor: 9; Rab2 wt GTP: 106; GSH bead fluor: 18; ABCG2 block: 1; Rac1 mut GTP: 101; HRas wt GTP bind: 105; Rac1 wt modul: 104

Results for Cc1ccccc1OCCCC(=O)Nc1ccc(Br)cc1 ?
Rab7 wt GTP bind: 100; ABCB1 block: 0.8; Cdc42 wt GTP: 99; Avidin bead fluor: 13; Rab2 wt GTP: 101; GSH bead fluor: 33; ABCG2 block: 32; Rac1 mut GTP: 98; HRas wt GTP bind: 99; Rac1 wt modul: 97
